PERK inh: block of dimerizer-induced PERK translation repression, primary screen, PERK inhibitor project, CHO PERK-DD cells, SEAP luminescence, HTS. 220,000 tested, 0.17% active. inhibition, % at 5.6 µM. AID 1416, 2008. Eukaryotic translation initiation factor 2-alpha kinase 3 (Homo sapiens), Q9NZJ5. CHO PERK-DD fusion, SEAP luminescence translation reporter;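 active means inhibition above the mean inhibition of all tested compounds plus 3 SD, set separately per screening campaign, cut at about 2.9% in these data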;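 further: PERK kinase domain activated by AP20187 dimerizer at 100 nM; 0% = DMSO with dimerizer and 100% = rapamycin at 8.4 µM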
Ba/F3 V617F tox: reduced viability of JAK2V617F-dependent Ba/F3 cells, primary screen, JAK2V617F inhibitor project, cell-based, Ba/F3 EpoR-JAK2V617F, luminescence; ATP luminescence; inhibition, % at 5.6 µM; 220,000 tested, 1.1% active; AID 1446, 2008;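 active means inhibition above the campaign mean plus 3 SD over all tested compounds, cut at about 24% in these data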;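 further: cytokine-independent growth of Ba/F3 cells driven by EpoR plus mutant JAK2; 0% = DMSO-treated cells and 100% = JAK inhibitor I control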
eIF4E-4G inh: eIF4E–eIF4G protein interaction inhibitors, primary screen, biochemical, uHTS, TR-FRET, eIF4GI fragment | Eukaryotic translation initiation factor 4E (Mus musculus) + Eukaryotic translation … | TR-FRET eIF4E-eIF4GI(517-606) binding, 2 h | inhibition, % at 21.7 µM | 220,000 tested, 0.37% active | AID 782, 2007;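 active means inhibition above about 30%, limit read from the data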;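 further: 0% = full FRET control wells and 100% = background wells lacking eIF4GI fragment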
S1P4 antag: S1P4 receptor antagonists, primary screen, cell-based. 220,000 tested, 0.26% active. inhibition, % at 4.98 µM. AID 1510, 2009. S1P4-expressing cells, antagonist mode, reporter read-out; in the data active means inhibition above about 29%;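 further: 0% = wells stimulated with agonist and 100% = vehicle wells without agonist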
Target sequence (O95977 whole entry, looked up): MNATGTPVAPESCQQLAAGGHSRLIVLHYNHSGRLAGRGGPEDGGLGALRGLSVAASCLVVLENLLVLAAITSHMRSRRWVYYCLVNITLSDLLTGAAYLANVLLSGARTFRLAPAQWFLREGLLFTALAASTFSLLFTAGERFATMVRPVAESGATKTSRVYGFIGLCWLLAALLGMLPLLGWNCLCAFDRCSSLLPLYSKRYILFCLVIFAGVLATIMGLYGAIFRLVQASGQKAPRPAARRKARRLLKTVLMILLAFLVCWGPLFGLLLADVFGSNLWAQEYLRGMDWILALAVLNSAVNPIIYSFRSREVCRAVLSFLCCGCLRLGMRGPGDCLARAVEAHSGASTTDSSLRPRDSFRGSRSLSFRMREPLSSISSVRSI
Mdm2 ligase inh: MDM2-luciferase reporter signal enhancers, primary screen, MDM2 E3 ligase inhibitor project, cell-based, luminescence, 1536-well; cell-based MDM2 ubiquitination luciferase reporter, 2 h; 0 = plate control, 100 = twice control, blank-subtracted; 210,000 tested, 0.11% active; signal enhancement, % at 5 µM; E3 ubiquitin-protein ligase Mdm2 (Homo sapiens), Q00987;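 active means signal enhancement of 30% or more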;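 further: luminescence tracks abundance of the self-degrading MDM2-luciferase fusion protein; higher signal means inhibition of MDM2 E3 ligase activity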
Target sequence (Q00987 whole entry, looked up, the tested form may be a part): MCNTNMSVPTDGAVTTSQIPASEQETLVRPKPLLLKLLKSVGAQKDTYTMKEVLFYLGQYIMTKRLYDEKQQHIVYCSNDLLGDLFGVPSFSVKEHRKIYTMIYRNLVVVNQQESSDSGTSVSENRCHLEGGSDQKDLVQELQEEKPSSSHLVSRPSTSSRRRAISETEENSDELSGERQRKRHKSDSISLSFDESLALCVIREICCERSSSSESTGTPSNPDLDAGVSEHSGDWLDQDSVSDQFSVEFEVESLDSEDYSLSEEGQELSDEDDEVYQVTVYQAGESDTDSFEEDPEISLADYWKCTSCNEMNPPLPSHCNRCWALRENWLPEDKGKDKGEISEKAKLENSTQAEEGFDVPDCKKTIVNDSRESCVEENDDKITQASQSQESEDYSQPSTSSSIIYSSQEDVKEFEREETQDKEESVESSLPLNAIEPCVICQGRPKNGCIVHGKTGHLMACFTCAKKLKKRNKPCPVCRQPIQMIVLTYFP
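Material: Stable MDM2–luciferase fusion reporter cells | Amount: 2000 cells seeded into each well | Dosing: One concentration, 5 µM, with 0.2% DMSO | Incubation: 4 h cell settling then 2 h compound exposure, 37 °C | Measured by: Luciferase luminescence | Read-out basis: % enhancement relative to plate controls after blank subtraction | Benchmarks: Control and blank well means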
S1P4 ag: S1P4 receptor agonists, primary screen, cell-based | Sphingosine 1-phosphate receptor 4 (Homo sapiens), O95977 | activation, % at 4.98 µM | S1P4-expressing cell line, agonist reporter assay | 220,000 tested, 0.35% active; in the data active means activation above about 11%;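 further: 0% = DMSO vehicle and 100% = reference agonist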
Wee1 degr inh: Wee1 degradation inhibitors, primary screen, cell-based, HeLa, Wee1K328M-luciferase, luminescence; Wee1-like protein kinase (Homo sapiens), P30291; reporter increase, % at 5 µM; 220,000 tested, 1.2% active; HeLa Luc-Wee1K328M stability; 100% = proteasome inhibitor MG132 effect;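 active means activation above the mean of all tested compounds plus 3 SD, set per screening run, cut at about 8.8% in these data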;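 further: cells exposed to compound for 20 h before luminescence read; 0% = DMSO alone and 100% = MG132 at 30 µM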
BaF3 tox: parental Ba/F3 cell viability inhibition, counter-screen for JAK2V617F inhibitor project, murine pro-B, CellTiter-Glo luminescence; 220,000 tested, 1.1% active; inhibition, % at 5.6 µM; CellTiter-Glo ATP luminescence; AID 1486, 2009;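 active means inhibition above a per-campaign cutoff, the mean inhibition of all tested compounds plus 3 SD, cut at about 27% in these data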;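 further: 0% = DMSO wells and 100% = JAK Inhibitor I control wells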
NPY2 pot ag: NPY-Y2 potentiators or agonists, primary screen, cell-based | 220,000 tested, 0.45% active | activation, % at 3.6 µM | cells expressing NPY-Y2, potentiator/agonist read-out | Neuropeptide Y receptor type 2 (Homo sapiens), P49146; in the data active means activation above about 27%;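 further: cells stimulated with NPY near EC25 plus isoproterenol at EC100; 0% = vehicle plus submaximal agonist and 100% = vehicle plus saturating agonist; some results beyond the cut were filed as inactive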
Starred values were filed as active, the others as inactive; & = joins results of further samples; [ ] = remark or other dose. Compounds were not picked by outcome. About 4.1% of those tested had a hit in this group.

SMILES	PERK inh	Ba/F3 V617F tox	eIF4E-4G inh	S1P4 antag	Mdm2 ligase inh	S1P4 ag	Wee1 degr inh	BaF3 tox	NPY2 pot ag
CCOc1ccc(C(=O)Nc2c3c(nn2-c2ccc(F)cc2)CS(=O)C3)cc1 (centres undefined)	1.6	-2	-3	21	11	-1.6	0	4	4
Cc1cc(C(=O)OCC(=O)Nc2nccs2)c2ccccc2n1	1.4	-4	-1	-1	-11	0.2	-2	-2	6
COc1ccc(NC(NC(=O)c2ccc(OC)cc2)C(Cl)(Cl)Cl)cc1 (centres undefined)	-0.4	4	2	-14	-20	-0.4	-1	10	15
Cc1ccc(-c2nnn(CC(=O)N(c3cccc(F)c3)C(C(=O)NC3CCCC3)c3ccco3)n2)o1 (centres undefined)	0.1	2	2[fluorescence artefact?]	-1	-4	2.0	-2	10	8
COc1ccc(S(=O)(=O)N2CCC(C(=O)NCc3cccs3)CC2)cc1	1.1	-5	2	-28	0	0.9	0	4	-3
Cc1cc(C)c2nc(SC3CCOC3=O)cc(C)c2c1 (centres undefined)	-0.4	5	-1	-10	-6	-1.8	2	9	-18
FC(F)(F)c1cccc(Sc2cc(C(F)(F)F)nc(-c3ccccn3)n2)c1	1.0	-4	0	8	-2	1.9	4	-3	-5
Cn1cnnc1SCC(=O)NCc1cccc(C(F)(F)F)c1	0.9	-4	-5	-3	2	0.5	0	-1	22
CNC(=O)Nc1cc(NC(=O)NC)cc(C(F)(F)F)c1	1.3	-4	-1	-3	-5	1.4	5	5	2
CCc1cccc(CC)c1NC(=O)c1ccccc1CCc1ccccc1	1.2	0	0	-4	-15	-1.4	-1	4	-6
COc1cccc(S(=O)(=O)Nc2cccnc2)c1	1.0	3	4[fluorescence artefact?]	-10	0	1.0	-2	4	-4
CCOC(=O)c1c(C)[nH]c(C(=O)CN2C(=O)C(=O)N(CC(C)C)C2=O)c1C	0.3	-6	-1	-27	-20	-2.4	2	1	-14
CCOC(=O)C1CCN(Cc2coc3ccc(Cl)cc3c2=O)CC1	0.9	-4	-1	-24	13	-3.8	0	4	-8
CCCCNC(=O)/C=C/c1ccc(S(=O)(=O)Nc2ccc(OC)cc2)cc1	1.4	-1	2	-3	2	-1.2	3	6	2
CN(C)CCSc1nc(-c2ccccc2)nc2c1COC(C)(C)C2	-2.5	6	8[fluorescence artefact?]	-10	-3	1.6	-2	8	-59
O=C1CCCCCN1C(=O)c1ccc(C(=O)N2CCCCCC2=O)cc1	0.8	-5	0	-36	-5	-0.1	0	-3	3
Brc1ccc2[nH]c3c(NCc4ccccn4)ncnc3c2c1	0.9	-4	5	-3	7	-0.9	-2	2	9
C/C(Cc1ccccc1)=N\NC(=O)CNC(=O)c1ccccc1Br	-0.1	0	-1[fluorescence artefact?]	-19	-6	0.3	4	0	5
O=C(NC(=S)Nc1ccccc1Cl)c1csnn1	1.2	6	2[fluorescence artefact?]	7	-12	-0.4	4	21	18
CCN(CC)CCN1C(=O)C(=O)/C(=C(/O)c2c(C)[nH]c(C(=O)OC)c2C)C1c1cccc(OC)c1 (centres undefined)	0.7	0	-1	-6	0	0.7	6	8	2
CCOc1ccc(C/C(O)=C2\C(=O)CC(C)(C)CC2=NCC(=O)O)cc1OCC	0.6	-2	-3	5	-8	1.1	5	2	-1
CCOC(=O)c1c(NC(=O)c2cccs2)sc(C)c1C	1.3	0	4	-20	-23	2.6	-1	6	2
CC(C)CNC(=S)NNC(=O)c1ccccc1OC(F)F	0.8	-4	-13	-6	-1	1.8	-1	-1	-8
Cn1c(Cc2csc(N)n2)nnc1SCC(=O)NC1CCCCC1	0.2	-3	-3	-24	-8	1.8	2	5	9
CCCCCOc1ccc(CSCCNC(=S)Nc2ccccc2)cc1	0.0	0	-5	-4	5	3.7	2	9	-4
COc1ccc(NC(=O)COC(=O)C23CCC(=O)N2c2ccccc2S3)cc1 (centres undefined)	0.7	-1	-2	9	-12	-0.2	2	3	-13
Cc1ccc(C(C)n2cc(C(=O)NCCN3CCN(C)CC3)nn2)cc1 (centres undefined)	-0.3	-3	-11	12	-5	0.8	5	-2	11
Cn1c(-c2ccccc2)c(C(=O)CCl)c2ccccc21	-0.6	1	2	15	11	0.8	-1	5	-5
O=C(NCc1ccc2c(c1)OCO2)C1CCC(CNS(=O)(=O)c2ccccc2)CC1 (centres undefined)	-0.7	-1	3[fluorescence artefact?]	-15	3	-3.1	-1	0	-3
Cc1ccc(S(=O)(=O)CC2CSc3nnc(C)c(=O)n32)cc1 (centres undefined)	1.3	-4	-3	-7	7	0.5	3	2	11
C=CCSc1nnc2c(n1)OC(c1ccccn1)N(C(C)=O)c1ccccc1-2 (centres undefined)	-0.2	2	0	10	-2	-1.1	1	6	-3
COc1ccc(OC)c(NC(=O)C2C3C=CC(C3)C2C(=O)NCc2ccccn2)c1 (centres undefined)	0.7	-1	3[fluorescence artefact?]	-6	-16	1.4	-2	8	6
CCOc1ccccc1C(=O)OCC(=O)Nc1ncc(C(F)(F)F)cc1Cl	0.6	-2	-7	-6	-10	-0.5	-2	4	-9
CCS(=O)(=O)Nc1ccc2c(c1)OCO2	1.3	-4	6	-16	4	2.1	-2	6	-8
Cc1cc(C)n(C(=O)COc2ccc(Cl)cc2Cl)n1	1.1	-2	-1	-29	4	2.3	-2	0	-6
O=C(Nc1ccc(S(=O)(=O)Nc2ncccn2)cc1)c1ccc2ncsc2c1	2.9*	1	51*	14	-8	0.1	1	1	-13
O=C1CC(Cc2ccccc2)C(=O)N1Cc1ccco1 (centres undefined)	0.7	-3	1	12	-9	-2.9	3	2	3
COc1ccc(C(=S)N2CCN(c3cccc(Cl)c3)CC2)cc1	2.1&1.7	0&-2	5&-9	-4&17	-8	0.0&-0.1	1&1	0&0	-1&-27
COCc1cc(C)nc(OCC(=O)N/N=C/c2ccc(OC)c(O)c2)c1C#N	0.8	0	0	-8	-3	0.4	3	6	8
CC(C)COc1ccc(/C(O)=C2/C(=O)C(=O)N(CCN(C)C)C2c2ccncc2)cc1 (centres undefined)	1.5	-2	2	-11	-36	0.1	-1	1	3
C(=N\Nc1nc(N2CCOCC2)nc(N2CCOCC2)n1)/c1cccnc1	2.0	0	-5	4	0	-1.0	0	2	-6
Cc1cc(C)nc(NCCO)n1	1.5	-1	-3	-7	14	1.7	8	8	-12
O=c1c(Cl)c(N2CCOCC2)cnn1-c1nc2ccccc2[nH]1	0.0	-1	3	-3	-10	0.8	3	4	14
COc1cc(C2=NOC(C(=O)Nc3cccnc3)C2)cc(OC)c1OC (centres undefined)	0.4	-2	-5	-6	-11	0.4	1	2	1
COc1ccc(/C=C/C(=O)N(Cc2ccccc2)c2ccccn2)cc1OC	0.4	-2	0	-3	-14	-0.6	0	-4	-7
CC(NC(=O)C(C)(C)C)C(c1cccs1)N1CCOCC1 (centres undefined)	0.8	-3	-1	10	-7	-0.4	6	-5	15
CCn1c(SCC(=O)N/N=C/c2ccc(C)s2)nc2ccccc21	-0.7	-1	4	-3	-17	0.9	2	7	-5
O=C(Nc1cccc(Br)c1)c1ccc(OC2CSC2)cc1	0.7	2	-1	-3	-2	1.2	14*	5	6
O=C(Nc1nnc(Cc2ccccc2)s1)c1ccco1	0.1	0	-5	-11	-14	-4.9	0	5	-16
COc1cc(/C=N/NC(=O)Cc2csc(N3CCOCC3)n2)cc(OC)c1O	0.6	3	3	-13	-14	1.1	1	4	-7
O=C1C2C3c4ccccc4C(c4ccccc43)C2C(=O)N1c1ccncc1 (centres undefined)	-0.4	66*	2	10	-15	0.1	-4	71*	-10
CCOC(=O)c1c(C)[nH]c(C(=O)COC(=O)CCS(=O)(=O)c2ccc(C)cc2)c1C	0.3	1	0	-13	5	1.3	-1	5	0
Nc1cc(=O)nc(SCC(=O)Nc2ccccc2Cl)n1-c1ccccc1	0.1	1	-2	-13	0	1.4	1	-1	0
CCCCn1nc2cc(C(=O)NCc3ccco3)ccc2c1OCC	-0.6	-2	0	12	-8	0.2	-3	-2	-7
COc1ccc(NC(=O)Nc2cc(C)cc(C)c2)cn1	-0.4	-2	0	-7	-9	-1.1	7	0	-5

In the list so far, these have fluorine.
SMILES	PERK inh	Ba/F3 V617F tox	eIF4E-4G inh	S1P4 antag	Mdm2 ligase inh	S1P4 ag	Wee1 degr inh	BaF3 tox	NPY2 pot ag
CCOc1ccc(C(=O)Nc2c3c(nn2-c2ccc(F)cc2)CS(=O)C3)cc1 (centres undefined)	1.6	-2	-3	21	11	-1.6	0	4	4
Cc1ccc(-c2nnn(CC(=O)N(c3cccc(F)c3)C(C(=O)NC3CCCC3)c3ccco3)n2)o1 (centres undefined)	0.1	2	2[fluorescence artefact?]	-1	-4	2.0	-2	10	8
FC(F)(F)c1cccc(Sc2cc(C(F)(F)F)nc(-c3ccccn3)n2)c1	1.0	-4	0	8	-2	1.9	4	-3	-5
Cn1cnnc1SCC(=O)NCc1cccc(C(F)(F)F)c1	0.9	-4	-5	-3	2	0.5	0	-1	22
CNC(=O)Nc1cc(NC(=O)NC)cc(C(F)(F)F)c1	1.3	-4	-1	-3	-5	1.4	5	5	2
CC(C)CNC(=S)NNC(=O)c1ccccc1OC(F)F	0.8	-4	-13	-6	-1	1.8	-1	-1	-8
CCOc1ccccc1C(=O)OCC(=O)Nc1ncc(C(F)(F)F)cc1Cl	0.6	-2	-7	-6	-10	-0.5	-2	4	-9

High-throughput results as filed in PubChem BioAssay.
